D2 potentiator – HTS Assay for Positive Allosteric Modulators of the Human D2 Dopamine Receptor: Primary Screen for Potentiators; HEK293 T-REx D2, calcium flux, EC20 dopamine potentiation; potentiation, % at 10 µM; D(2) dopamine receptor (Homo sapiens), P14416; 340,000 compounds, 0.34% hits;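 active = potentiation over 3 SD above the plate norm, cut at about 30% in these data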; also: 0% is about no effect
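Using a no-wash calcium dye in inducible, force-coupled HEK293 Trex cells expressing D2, we tracked fluorescence each second for 180 s after compound, then for 180 s after EC20 dopamine to detect augmented signalling.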
TRHR agonist – qHTS for Small Molecule Agonists and Allosteric Enhancers of Human TRH Receptor: Primary Screen for Agonists | TRHR cells, calcium flux fluo-8, FDSS agonist mode | activation, % at 2 µM | Thyrotropin-releasing hormone receptor (Homo sapiens), P34981 | 360,000 compounds, 0.18% hits; in the data active = activation above about 30%; also: 0% is about no effect
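Read-out: compound-evoked intracellular calcium rise in TRHR cells, fluo-8 dye, kinetic FDSS fluorescence at 1 s/cycle following a 10-cycle baseline. Cells cultured overnight before dye loading (30 min–1.5 h, RT).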
TRHR PAM – qHTS for Small Molecule Agonists and Allosteric Enhancers of Human TRH Receptor: Primary Screen for Enhancers; 360,000 compounds, 0.66% hits; TRHR cells, fluo-8 calcium fluorescence, EC20 TRH enhancement; enhancement, % at 2 µM; Thyrotropin-releasing hormone receptor (Homo sapiens), P34981; in the data active = enhancement above about 30%; also: 0% is about no effect
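TRHR-expressing cells loaded with fluo-8 calcium dye were read kinetically (ex 480/em 530) during compound addition, then stimulated with an EC20 of TRH (10 nM final). Enhancement of the Gq-mediated intracellular calcium response was scored.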
RXFP1 antag – qHTS Assay for Antagonists of the Relaxin Receptor RXFP1. activity change, negative = inhibition, % at 57.5 µM. 350,000 compounds, 0.59% hits. HEK293-RXFP1, relaxin-stimulated cAMP HTRF, 30 min; hits give low values. Relaxin receptor 1 (Homo sapiens), Q9HBX9;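 active = activity change of -60% or lower, but not beyond a set lower limit; inconclusive = change between -60% and -40%, or beyond the set limit; inactive = change above -40%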; also: % is scaled to controls: 0 for no effect and ±100 for the full control effect
Target sequence (Q9HBX9 whole entry, looked up): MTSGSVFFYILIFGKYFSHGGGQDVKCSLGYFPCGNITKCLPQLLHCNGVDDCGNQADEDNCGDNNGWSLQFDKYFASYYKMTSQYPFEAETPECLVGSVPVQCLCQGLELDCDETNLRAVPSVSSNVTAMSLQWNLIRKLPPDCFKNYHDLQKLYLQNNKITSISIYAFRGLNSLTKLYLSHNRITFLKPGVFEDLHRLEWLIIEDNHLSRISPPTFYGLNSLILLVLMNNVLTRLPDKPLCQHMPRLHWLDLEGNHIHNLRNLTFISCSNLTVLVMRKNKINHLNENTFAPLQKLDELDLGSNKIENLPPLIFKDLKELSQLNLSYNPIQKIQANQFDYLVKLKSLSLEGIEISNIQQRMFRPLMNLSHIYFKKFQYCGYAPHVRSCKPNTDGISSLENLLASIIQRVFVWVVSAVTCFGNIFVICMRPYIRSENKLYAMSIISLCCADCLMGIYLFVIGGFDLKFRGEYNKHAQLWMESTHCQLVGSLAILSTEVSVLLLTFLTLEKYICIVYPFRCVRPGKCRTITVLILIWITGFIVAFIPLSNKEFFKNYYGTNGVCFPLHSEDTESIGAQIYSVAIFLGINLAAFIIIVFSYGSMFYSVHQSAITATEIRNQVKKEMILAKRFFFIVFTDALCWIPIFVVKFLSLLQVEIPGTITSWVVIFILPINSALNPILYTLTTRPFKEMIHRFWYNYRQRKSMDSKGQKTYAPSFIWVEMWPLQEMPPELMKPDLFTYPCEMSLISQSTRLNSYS
D1 ag – Allosteric Agonists of the Human D1 Dopamine Receptor: qHTS | D(1A) dopamine receptor (Homo sapiens), P21728 | HEK293 T-REx D1 cells, calcium flux, agonist mode | activation, % at 2 µM | 360,000 compounds, 1% hits | AID 504660, 2011; in the data active = activation above about 30%; also: 0% is about no effect
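Inducible HEK293 T-REx D1 cells, force-coupled to calcium signalling, were plated at 4000 cells/well with tetracycline and held overnight at 30 C. After no-wash calcium dye loading, compound-evoked calcium rise over 180 s flagged agonists.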
RXFP1 agonist – qHTS Assay for Agonists of the Relaxin Receptor RXFP1; Relaxin receptor 1 (Homo sapiens), Q9HBX9; HEK293T-RXFP1 cAMP TR-FRET, 30 min; response scale: percent of porcine relaxin response, buffer zero; Potency, µM (titrated, usually from 57.5 µM), for the others: at the top dose activation, actives largely listed as activators; 370,000 compounds, 0.3% hits; AID 2676, 2010; also: potency is read from the fitted curve at half-maximal effect; % is scaled to controls: 0 for no effect and ±100 for the full control effect; nearly all actives have a fitted effect of over 60% in size; many of its hits are not listed in these tables
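HEK293T cells stably expressing RXFP1 were pretreated with the PDE4 inhibitor Ro 20174, exposed to compounds for 30 min at 37C, lysed, and cAMP was read by TR-FRET. Data normalized to buffer (basal) and 29 nM porcine relaxin (100%).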
D1 antag – Antagonist of Human D 1 Dopamine Receptor: qHTS. D(1A) dopamine receptor (Homo sapiens), P21728. HEK293 TREx D1 cells, calcium flux, dopamine EC80; hits give low values. activity change, negative = inhibition, % at 10 µM. 360,000 compounds, 3.2% hits; in the data active = activity change below about -30%; also: % is scaled to controls: 0 for no effect and ±100 for the full control effect
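After overnight tetracycline induction at 30 C, force-coupled D1 HEK293 cells took up a no-wash calcium dye at room temperature. Compounds were added and monitored 180 s, and the response to EC80 dopamine was then recorded.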
D1 PAM – Potentiators of Human D1 Dopamine Receptor: qHTS; HEK293 TREx D1 cells, calcium flux, dopamine EC20 potentiation; potentiation, % at 10 µM; D(1A) dopamine receptor (Homo sapiens), P21728; 360,000 compounds, 0.036% hits; in the data active = potentiation above about 30%; also: 0% is about no effect
Anesthetic bind – qHTS Assay for Identification of Novel General Anesthetics. apoferritin/1-aminoanthracene competitive binding, fluorescence. AID 485281, 2010. 350,000 compounds, 0.074% hits. Potency, µM (series often up to 77.5 µM), inactives show top-dose activity change, negative = displacement, most hits filed as inhibitors. Ferritin light chain (Equus caballus), P02791; also: potency is read from the fitted curve at half-maximal effect; % is scaled to controls: 0 for no effect and ±100 for the full control effect; nearly all actives have a fitted effect of over 20% in size
Target sequence (P02791 2-175 limits assumed): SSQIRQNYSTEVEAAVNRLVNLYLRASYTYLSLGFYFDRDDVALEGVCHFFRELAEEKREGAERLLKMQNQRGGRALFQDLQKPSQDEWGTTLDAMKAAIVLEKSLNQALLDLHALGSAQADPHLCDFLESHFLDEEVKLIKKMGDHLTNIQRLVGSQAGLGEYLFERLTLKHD
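Probe: 1-aminoanthracene (50% saturated, PBS). Protein: horse-spleen apoferritin, 10 uM. Incubation: 10 min, room temperature. Detection: 380 nm excitation, 535 nm emission. Analysis: normalized response, four-parameter Hill.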
Numbers without * were called inactive; [ ] = another dose, or the depositor's remark. Unless noted, calls follow the shape of the dose curve; as a rule, active = well fitted curve in the direction sought with a large enough effect; inconclusive = small, poorly fitted or top-dose-only effect, or another doubt; inactive = no such curve, though single readings can be large; an effect the other way counts as inactive or inconclusive.

For Cc1ccccc1C(=O)OC(C)CN1CCN(C)CC1 (configuration not stated) the results were D2 potentiator -3, TRHR agonist 0.3, TRHR PAM 0, RXFP1 antag -15, D1 ag 5, RXFP1 agonist 1.8%, D1 antag -2, D1 PAM -6 and Anesthetic bind 1%.
Screening Cc1ccc(OCC(=O)Nc2ccc3nn(-c4ccc(Cl)cc4)nc3c2)cc1 returned D2 potentiator 1, TRHR agonist -0.6, TRHR PAM -6, RXFP1 antag -7, D1 ag 0, RXFP1 agonist 1.6%, D1 antag -14, D1 PAM -1 and Anesthetic bind 4%.
For Cc1ccc(-c2csc(N3CCC[C@@H]3C(=O)NCCn3c(-c4ccncc4)nc4ccccc43)n2)cc1 the results were D2 potentiator 3, TRHR agonist -1.7, TRHR PAM -14, D1 ag 2, RXFP1 agonist -0.2%, D1 antag -6, D1 PAM -5 and Anesthetic bind -22%.
For Cc1ccc(S(=O)(=O)c2c(N)n(NC(=O)C3CC3)c3nc4ccccc4nc23)cc1 the results were D2 potentiator -11, TRHR agonist 1.0, TRHR PAM 0, RXFP1 antag -4, D1 ag 3, RXFP1 agonist 0.4%, D1 antag 5, D1 PAM -6 and Anesthetic bind 209%[activator].
`O=C(CCn1c(=S)oc2ccccc21)Nc1ccc(F)cc1` gave D2 potentiator -5, TRHR agonist 0.3, TRHR PAM -4, RXFP1 antag -2, D1 ag 5, RXFP1 agonist 1.0%, D1 antag -3, D1 PAM -2 and Anesthetic bind -5%.
`CCOc1ccc(/C=N/Nc2nncc(-c3ccccc3)n2)cc1OC` gave D2 potentiator -2, TRHR agonist -1.0, TRHR PAM 0, RXFP1 antag 0, D1 ag 1, RXFP1 agonist -3.0%, D1 antag -9, D1 PAM -3 and Anesthetic bind -8%.
Screening COc1cc(Nc2c3c(nc4ccccc24)CCC3)cc(OC)c1OC returned D2 potentiator 14, TRHR agonist -0.7, TRHR PAM 4, RXFP1 antag -2, D1 ag -1, RXFP1 agonist 2.1%, D1 antag -2, D1 PAM -1 and Anesthetic bind -11%.
CCCC(=O)Nc1ccc(N2CCN(C(=O)c3cccs3)CC2)cc1 was read as D2 potentiator -4, TRHR agonist 0.0, TRHR PAM 1, RXFP1 antag 0, D1 ag 1, RXFP1 agonist -4.2%, D1 antag -3, D1 PAM -6 and Anesthetic bind -12%.
`COC(=O)n1c(=O)oc2ccccc21` gave D2 potentiator 5, TRHR agonist 0.1, TRHR PAM -4, RXFP1 antag -3, D1 ag 3, RXFP1 agonist 2.6%, D1 antag 9, D1 PAM -4 and Anesthetic bind -13%.
Cc1ccsc1/C=N/NC(=O)C(O)c1ccccc1 (configuration not stated) was read as D2 potentiator 10, TRHR agonist -2.0, TRHR PAM 1, RXFP1 antag 2, D1 ag 0, RXFP1 agonist 0.7%, D1 antag -2, D1 PAM -10 and Anesthetic bind -9%.
For CCCCn1c(SCC(=O)Nc2cc(C)on2)nc2c1c(=O)n(C)c(=O)n2C the results were D2 potentiator -12, TRHR agonist 1.1, TRHR PAM -3, RXFP1 antag 5, D1 ag 4, RXFP1 agonist 2.8%, D1 antag 5, D1 PAM -5 and Anesthetic bind -13%.
O=C(CN1C(=O)c2ccccc2S1(=O)=O)N1CCc2ccccc21 was read as D2 potentiator 1, TRHR agonist -1.1, TRHR PAM -3, RXFP1 antag 13, D1 ag -1, RXFP1 agonist -0.7%, D1 antag 13, D1 PAM 7 and Anesthetic bind inconclusive.
For Cc1nnsc1-c1c(C(=O)Oc2ccccc2)c(C)nn1-c1ccccc1 the results were D2 potentiator 1, TRHR agonist 0.3, TRHR PAM -3, RXFP1 antag -10, D1 ag 4, RXFP1 agonist -3.3%, D1 antag 9, D1 PAM 1 and Anesthetic bind -12%.
`O=C(COCc1cc(-c2cccs2)on1)Nc1ccc(OC(F)(F)F)cc1` gave D2 potentiator 2, TRHR agonist 1.7, TRHR PAM 0, RXFP1 antag -10, D1 ag 10, RXFP1 agonist 5.6%, D1 antag 7, D1 PAM -2 and Anesthetic bind -3%.
Cc1cc2c(nn1)CCC/C2=N\O was read as TRHR agonist 1.7, TRHR PAM -1, RXFP1 antag 10, D1 ag 4, RXFP1 agonist 1.0%, D1 antag -19, D1 PAM -1 and Anesthetic bind -3%.

The closing six records of the section above open the next one:
Cc1ccsc1/C=N/NC(=O)C(O)c1ccccc1 (configuration not stated) was read as D2 potentiator 10, TRHR agonist -2.0, TRHR PAM 1, RXFP1 antag 2, D1 ag 0, RXFP1 agonist 0.7%, D1 antag -2, D1 PAM -10 and Anesthetic bind -9%.
For CCCCn1c(SCC(=O)Nc2cc(C)on2)nc2c1c(=O)n(C)c(=O)n2C the results were D2 potentiator -12, TRHR agonist 1.1, TRHR PAM -3, RXFP1 antag 5, D1 ag 4, RXFP1 agonist 2.8%, D1 antag 5, D1 PAM -5 and Anesthetic bind -13%.
O=C(CN1C(=O)c2ccccc2S1(=O)=O)N1CCc2ccccc21 was read as D2 potentiator 1, TRHR agonist -1.1, TRHR PAM -3, RXFP1 antag 13, D1 ag -1, RXFP1 agonist -0.7%, D1 antag 13, D1 PAM 7 and Anesthetic bind inconclusive.
For Cc1nnsc1-c1c(C(=O)Oc2ccccc2)c(C)nn1-c1ccccc1 the results were D2 potentiator 1, TRHR agonist 0.3, TRHR PAM -3, RXFP1 antag -10, D1 ag 4, RXFP1 agonist -3.3%, D1 antag 9, D1 PAM 1 and Anesthetic bind -12%.
`O=C(COCc1cc(-c2cccs2)on1)Nc1ccc(OC(F)(F)F)cc1` gave D2 potentiator 2, TRHR agonist 1.7, TRHR PAM 0, RXFP1 antag -10, D1 ag 10, RXFP1 agonist 5.6%, D1 antag 7, D1 PAM -2 and Anesthetic bind -3%.
Cc1cc2c(nn1)CCC/C2=N\O was read as TRHR agonist 1.7, TRHR PAM -1, RXFP1 antag 10, D1 ag 4, RXFP1 agonist 1.0%, D1 antag -19, D1 PAM -1 and Anesthetic bind -3%.
CCOc1ccccc1NC(=O)CSc1nnc(Cc2ccc(OC)cc2)c(=O)n1N was read as D2 potentiator -9, TRHR agonist -1.1, TRHR PAM -3, RXFP1 antag -8, D1 ag 3, RXFP1 agonist 0.1%, D1 antag 9 and D1 PAM 3.
O=C(CCCn1c(=S)[nH]c2cc3c(cc2c1=O)OCO3)N1CCN(C2CCCCC2)CC1 was read as D2 potentiator 2, TRHR agonist -1.2, TRHR PAM -4, RXFP1 antag inconclusive, D1 ag 1, RXFP1 agonist 0.4%, D1 antag 23, D1 PAM -8 and Anesthetic bind inconclusive.
For CCCNC(=O)CN1CCC(c2nc3ccccc3[nH]2)CC1 the results were D2 potentiator -5, TRHR agonist 0.7, TRHR PAM -3, RXFP1 antag -4, D1 ag 1, RXFP1 agonist -0.8%, D1 antag -1, D1 PAM 0 and Anesthetic bind 9%.
Screening CCC(C)(C)NC(=O)CN(C(=O)c1csnn1)c1cccc2c1CCCC2 returned D2 potentiator 4, TRHR agonist -1.2, TRHR PAM -4, RXFP1 antag 3, D1 ag 1, RXFP1 agonist 2.1%, D1 antag 2, D1 PAM -9 and Anesthetic bind -21%.
`Cc1ccc(C(=O)OCC(=O)Nc2cc(S(=O)(=O)N3CCOCC3)ccc2C)cc1` gave TRHR agonist 0.9, TRHR PAM 4, RXFP1 antag -3, D1 ag 2, RXFP1 agonist 0.9%, D1 antag 3, D1 PAM -5 and Anesthetic bind -23%.
Screening NC(=O)Cc1ccc(C(=O)c2ccc(Cl)cc2)s1 returned D2 potentiator -9, TRHR agonist 0.1, TRHR PAM -2, RXFP1 antag -12, D1 ag 1, RXFP1 agonist 1.4%, D1 antag 2, D1 PAM -1 and Anesthetic bind -10%.
Screening O=C(Nc1ccc(O)cc1C(=O)O)c1ccc2c(c1)C(=O)N(Cc1ccco1)C2=O returned D2 potentiator 17, TRHR agonist -0.7, TRHR PAM 2, RXFP1 antag 1, D1 ag 2, RXFP1 agonist 0.7%, D1 antag 9, D1 PAM -1 and Anesthetic bind -9%.
`COc1ccc(CCNC(=O)CCn2c(=O)c3cccn3c3ccc(F)cc32)cc1OC` gave D2 potentiator 3, TRHR agonist -0.3, TRHR PAM 21, RXFP1 antag -20, D1 ag 1, RXFP1 agonist 2.0%, D1 antag -27, D1 PAM -3 and Anesthetic bind inconclusive.
`CCCCOC(=O)Nc1ccccc1C(N)=O` gave D2 potentiator 5, TRHR agonist -0.6, TRHR PAM 3, RXFP1 antag 10, D1 ag 1, RXFP1 agonist -0.5%, D1 antag -5, D1 PAM 0 and Anesthetic bind -14%.

Bioassay records as filed in PubChem.

Only part of the results is shown; rates above refer to the full screens.
